pPAFAH inh: pPAFAH enzyme inhibitors, primary screen, biochemical, fluorescence polarization, human; Platelet-activating factor acetylhydrolase (Homo sapiens), Q13093; recombinant pPAFAH, FP-rhodamine probe fluorescence polarization; 1.5% of 330,000 active; inhibition, % at 3.39 µM;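 active = inhibition above the mean inhibition across the screen plus 3 SD, cut at about 25% in these data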;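 note: inhibitors block binding of the rhodamine activity-based probe so polarization drops; 0% = enzyme with DMSO and 100% = wells lacking pPAFAH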
PREPL inhibitor: PREPL enzyme inhibitors, primary screen, biochemical, fluorescence polarization; Prolyl endopeptidase-like (Homo sapiens), Q4J6C6; recombinant PREPL, fluorescence polarization activity-based probe; inhibition, % at 5.96 µM; 0.68% of 320,000 active; AID 2751, 2010; in the data active = inhibition above about 43%;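 note: 0% = enzyme with DMSO and 100% = wells lacking enzyme; many of its hits are not listed in these tables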
PAFAH1B2 inh: PAFAH1B2 enzyme inhibitors, primary screen, biochemical, fluorescence polarization, human. Platelet-activating factor acetylhydrolase IB subunit alpha2 (Homo sapiens), P68402. recombinant PAFAH1B2, FP-rhodamine activity probe. inhibition, % at 3.39 µM. 1.2% of 340,000 active. AID 492953, 2010;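 active = inhibition above the mean of all tested compounds plus 3 SD, cut at about 24% in these data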;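 note: 0% = enzyme with DMSO and 100% = wells lacking PAFAH1B2; many of its hits are not listed in these tables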
PAD4 FP inh: human PAD4 inhibitors, primary screen, biochemical, fluorescence polarization, 1536-well format | inhibition, % at 6.36 µM | AID 485272, 2010 | recombinant PAD4, RCA probe fluorescence polarization | 0.41% of 330,000 active | Protein-arginine deiminase type-4 (Homo sapiens), Q9UM07;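 active = percent inhibition above a cutoff equal to the mean of all tested compounds plus 3 SD, cut at about 15% in these data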;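 note: 0% = PAD4 with RCA probe and DMSO and 100% = probe without PAD4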
LYPLA2 inh: LYPLA2 inhibitors, primary screen, counter-screen for PME1 inhibitor project, biochemical, fluorescence polarization, FP-Rh probe ABPP; inhibition, % at 5.9 µM; recombinant LYPLA2; 0.38% of 320,000 active; Acyl-protein thioesterase 2 (Homo sapiens), O95372;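 active = inhibition above the screen-wide mean plus 3 SD, limit set per campaign, cut at about 26% in these data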;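 note: 0% = LYPLA2 with DMSO and 100% = wells lacking LYPLA2 enzyme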
PAFAH1B3 inh: PAFAH1B3 enzyme inhibitors, primary screen, biochemical, fluorescence polarization, human. 0.28% of 340,000 active. inhibition, % at 3.39 µM. Platelet-activating factor acetylhydrolase IB subunit alpha1 (Homo sapiens), Q15102. recombinant PAFAH1B3, FP-rhodamine probe. AID 492972, 2010;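 active = inhibition above the screen-wide average of all tested compounds plus 3 SD, cut at about 25% in these data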;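 note: 0% = enzyme with DMSO only and 100% = wells lacking PAFAH1B3 protein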
Target sequence (Q15102 whole entry, looked up): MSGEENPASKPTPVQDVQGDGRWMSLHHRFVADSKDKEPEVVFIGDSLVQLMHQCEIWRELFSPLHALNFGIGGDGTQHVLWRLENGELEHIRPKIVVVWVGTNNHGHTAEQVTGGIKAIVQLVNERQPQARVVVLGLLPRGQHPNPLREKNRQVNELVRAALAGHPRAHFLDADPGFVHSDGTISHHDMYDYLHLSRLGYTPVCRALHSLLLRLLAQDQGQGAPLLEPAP
GSTO1 inh: inhibitors of recombinant GSTO1, primary screen, counter-screen for RBBP9 inhibitor project, biochemical, fluorescence polarization; Glutathione S-transferase omega-1 (Homo sapiens), P78417; activity-based probe fluorescence polarization; inhibition, % at 5.96 µM; 1.1% of 300,000 active; AID 1974, 2009;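 active = inhibition above the campaign mean inhibition plus 3 SD, cut at about 35% in these data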;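 note: 0% = GSTO1-1 with DMSO and 100% = wells lacking GSTO1-1 enzyme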
Target sequence (P78417 whole entry, looked up): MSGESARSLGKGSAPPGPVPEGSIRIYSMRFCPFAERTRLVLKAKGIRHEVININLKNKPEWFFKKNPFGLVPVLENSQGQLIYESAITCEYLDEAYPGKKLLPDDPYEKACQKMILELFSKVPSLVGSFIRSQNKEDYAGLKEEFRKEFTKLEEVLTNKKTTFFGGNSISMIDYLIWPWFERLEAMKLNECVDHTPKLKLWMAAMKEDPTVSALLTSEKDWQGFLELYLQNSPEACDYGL
PME-1 inh: PME-1 inhibitors via competitive probe labeling, primary screen, biochemical, fluorescence polarization, FP-Rh probe, HTS; recombinant PME-1; inhibition, % at 5.9 µM; 0.53% of 320,000 active; AID 2130, 2009;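 active = inhibition above the campaign mean of all compounds plus 3 SD, cut at about 26% in these data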;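 note: competitive labeling of PME-1 active site by serine hydrolase directed probe; 0% = PME-1 with DMSO and 100% = wells lacking PME-1 enzyme; inhibitors block probe labeling so polarization falls and inhibition rises; many of its hits are not listed in these tables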
Target sequence (Q9Y570 whole entry, looked up): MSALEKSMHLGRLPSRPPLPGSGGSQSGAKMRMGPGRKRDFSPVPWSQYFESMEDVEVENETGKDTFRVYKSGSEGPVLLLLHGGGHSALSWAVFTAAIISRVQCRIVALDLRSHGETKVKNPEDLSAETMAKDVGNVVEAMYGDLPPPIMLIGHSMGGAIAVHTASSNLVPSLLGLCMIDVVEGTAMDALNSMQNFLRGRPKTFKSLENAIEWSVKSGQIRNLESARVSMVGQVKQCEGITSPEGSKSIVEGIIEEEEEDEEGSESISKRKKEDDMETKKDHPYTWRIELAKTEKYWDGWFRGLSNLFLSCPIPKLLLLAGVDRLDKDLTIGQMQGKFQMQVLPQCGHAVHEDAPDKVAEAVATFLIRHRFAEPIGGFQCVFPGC
LYPLA1 inh: LYPLA1 inhibitors, primary screen, counter-screen for PME1 inhibitor project, biochemical, fluorescence polarization, FP-Rh probe ABPP | recombinant LYPLA1 | inhibition, % at 5.9 µM | AID 2174, 2009 | 0.16% of 320,000 active;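 active = inhibition above the mean of all tested compounds plus 3 SD, set per campaign, cut at about 14% in these data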;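 note: inhibitors block serine hydrolase probe labeling of LYPLA1 so polarization falls; 0% = enzyme with DMSO and 100% = wells lacking LYPLA1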
* = called active by the depositor; x = no result given.

molecule,pPAFAH inh,PREPL inhibitor,PAFAH1B2 inh,PAD4 FP inh,LYPLA2 inh,PAFAH1B3 inh,GSTO1 inh,PME-1 inh,LYPLA1 inh
COc1cccc(-c2[nH]nc3c2C(c2ccoc2)C(C#N)=C(N)O3)c1 (stereo unspecified),5,5,4,-8,5,5,30,-5,0
C/C(=N\NC(=S)Nc1ccc(C)cc1)c1cc2ccccc2o1,7,-4,1,0,-6,4,-41,-2,-4
CN1CC2=Cc3ccccc3OC23Oc2ccccc2C=C3C1,3,26,0,-1,-2,5,-4,12,-4
O=C(/C=C/c1ccco1)Nc1ccc2c(c1)OCO2,4,9,0,-6,7,3,1,0,2
O=C(O)c1ccc(COc2c(F)c(F)c(F)c(F)c2F)o1,5,1,6,3,5,8,26,-6,-1
O=C(Nc1ccc(S(=O)(=O)NC2=NCCCCC2)cc1)c1ccc(C(F)(F)F)cc1,16,10,0,-2,7,4,-11,-4,0
Cc1cc(C)c2nc(NC(=O)C3CSC4(C)CCC(=O)N34)sc2c1 (stereo unspecified),5,0,-4,2,4,2,x,-6,-2
O=C(Nc1ccnc(-c2cccnc2)n1)c1ccc(F)cc1,-1,3,x,4,0,x,1,3,0
Cc1cc(C)cc(NC(=O)COC(=O)CCC2CCCC2)c1,22,5,-2,-3,0,1,x,-5,-1
CSc1nc(NC(C)=O)nc(C)c1Br,2,-1,2,-3,8,5,1,-2,6
COCCNC(=O)C(c1ccc(F)cc1)N(C(=O)CCC(=O)Nc1nccs1)c1ccc(C)cc1 (stereo unspecified),6,9,5,-3,8,4,4,-9,-2
CCn1c(=N)n(CC(=O)c2ccc(OC)cc2)c2ccccc21,10,8,2,-3,9,5,1,4,5
O=C(O)CN=CC1=C(O)CC(c2ccccc2)CC1=O (stereo unspecified),-5,16,0,-5,1,8,0,-8,-4
Cc1ccc(NC(=O)CN(C)C(=O)CCC(=O)c2cccs2)cc1,4,-23,6,-5,4,-6,-1,-11,1
CC(C)(C)[C@H]1C=C(C(=O)N2CCN(Cc3ccc4c(c3)OCO4)CC2)O[C@@H](OCCCCO)C1,2,44*,-6,-1,5,-2,1,-3,1
CCOC(=O)c1[nH]c(C)c(C(=O)N(C)Cc2ccccc2)c1C,1,11,3,2,8,-7,-5,1,1
O=c1c2c([N+](=O)[O-])cc([N+](=O)[O-])cc2sn1-c1ccc(Br)cc1,17,9,0,-10,9,2,38*,6,-2
CCOc1ccccc1C(=O)NC1CC2CCCC(C1)N2Cc1ccccc1 (stereo unspecified),5,0,6,2,5,4,8,0,0
O=C(Nc1ncccn1)c1cc(-c2cccc(Br)c2)nc2ccccc12,1,-6,-2,1,-4,0,-7,-1,-4
CC(C)(C)c1ccc(C(=O)Nc2cccc([N+](=O)[O-])c2)cc1,4,7,9,3,-3,6,-12,-10,-10
CCOC(=O)c1c(NC(=O)CC2SC(N)=NC2=O)sc(C)c1C (stereo unspecified),2,-3,-1,-1,-2,1,1,4,-2
Cc1ccccc1CS(=O)(=O)Cc1ccc(C(=O)NCc2cccnc2)o1,12,1,4,-5,4,5,3,-1,2
Cc1ccccc1OCC(=O)NNC(=O)CSc1nc(N)cc(N)n1,3,14,4,-6,-3,-1,13,-5,-2
COc1cc(NC(=O)c2ccc(COCC(F)(F)F)o2)cc(OC)c1OC,2,-2,-3,2,0,-5,2,5,-3
Cc1ccc(-n2ncc3c(NCCCn4ccnc4)ncnc32)c(C)c1,4,4,6,1,1,5,8,4,2
O=C(CCS(=O)(=O)CCN1CCOCC1)NCNC(=O)CCS(=O)(=O)CCN1CCOCC1,0,-6,-1,-2,-1,4,-3,-4,-1
OCC1(Cc2ccccc2C(F)(F)F)CCN(Cc2cccc3cnccc23)CC1,3,-19,0,3,1,-2,-3,0,-5
CC(=O)NCCCC(=O)NN1C(=S)N(Cc2ccccc2)C(=O)C1CC(=O)Nc1cccc(C)c1 (stereo unspecified),1,-3,1,-1,-1,2,10,6,0
O=C(CNC1CCCCC1)NCC1(c2ccccc2)CCCC1,2,9,27*,-2,0,-2,-6,-5,0
CCc1ccccc1N(CC)C(=O)c1cn(CC)c(=O)c2cc(OC)c(OC)cc12,1,-4,3,-3,-1,13,7,-2,5
CCN(CC(=O)Nc1ccc2c(c1)OCCO2)C(=O)c1cccc(OCC(C)C)c1,13,-1,1,5,3,0,2,-2,6
CCC(C)[C@@H](N)C(=O)N/N=C/c1cccc2nccnc12 (stereo partly specified),2,13,x,1,-6,x,14,3,-2
CCn1cc(C(=O)NCCCN(C)C)c(=O)c2cc(F)c(N3CCN(C)CC3)cc21,2,-1,3,-2,7,1,-5,3,3
COc1cccc(-n2c(Cc3cc(=O)[nH]c(=O)[nH]3)nnc2SCc2cccc(C(F)(F)F)c2)c1,8,8,5,-1,1,0,1,3,0
O=C1c2ccccc2-c2c1cccc2C(=O)N1CCN(C(=O)c2ccco2)CC1,5,1,1,10,-1,4,-5,3,3
CC1Cc2ccccc2N1c1nc(C2CC2)nc2c1nnn2Cc1ccccc1 (stereo unspecified),6,1,-1,-2,-7,-7,-5,-3,1
CS(=O)(=O)Nc1ccccc1C(=O)NCc1ccccc1Cl,2,3,1,-2,-6,1,0,-4,-1
O=C(c1ccco1)N1CCN(S(=O)(=O)c2ccc(Br)cc2)CC1,4,-33,10,0,1,-2,0,8,2
CCOC(=O)Cc1csc(NC(=S)NC(=O)c2cc(OC)c(OC)c(OC)c2)n1,8,-10,4,0,-6,0,1,-3,-1
Cn1c(CNC(=O)c2ccco2)nnc1SCC(=O)Nc1ccccc1Cl,1,11,1,-8,4,7,-2,-1,0
O=C(COc1ccccc1)Nc1ccc(F)cc1,-5,-2,-1,-7,-9,2,-1,-2,-5
CCC(=O)NC(c1ccccc1OC)c1ccc2cccnc2c1O (stereo unspecified),8,12,2,1,2,10,3,11,0
CCCCNC(=O)C(NS(=O)(=O)c1cccc2nsnc12)c1ccccc1 (stereo unspecified),-2,2,7,-2,0,6,6,2,-1
CCCCc1ncc(CN2CCC(n3nccc3NC(=O)c3ccccc3Cl)CC2)[nH]1,0,8,-1,3,3,-2,-7,2,0
COc1ccccc1N(C)S(=O)(=O)c1ccc(C(=O)OCC(=O)N2CCCCCC2)cc1,5,4,4,1,9,-3,1,1,5
CCOCCOC(=O)c1cccc2c1-c1ccccc1C2=O,2,2,-4,3,-3,4,-1,1,-4
O=C(N/N=C\c1cn[nH]c1-c1ccc(Cl)cc1)c1cccs1,-2,5,0,6,-6,5,12,-12,-3
Cc1ccc(NC(=O)CCN2C(=O)c3ccncc3C2=O)cc1,-3,8,7,5,13,7,4,-1,1
Cc1ccc(NC(=O)C2CC(=O)N(Cc3ccco3)C2)cc1 (stereo unspecified),-2,-3,0,0,3,8,16,0,0
S=C(Nc1ccccc1)N1N=C(c2cccs2)CC1c1cccs1 (stereo unspecified),5,-10,7,-5,-3,1,-5,-4,0
COc1ccc(CN2CC[C@H]3C=CC[C@@H](C(=O)NCCc4ccccc4)[C@H]3C2=O)cc1OC,5,0,7,-2,-6,1,2,6,-4
CCn1c(C(C)NC(=O)c2ccc(Cl)cc2)n[nH]c1=S (stereo unspecified),1,-1,0,1,1,5,6,3,-3
CCC1CCC/C1=N\NC(=O)CCC(=O)Nc1ccccc1Cl (stereo unspecified),5,18,9,-3,7,6,5,8,0
CN1C(=O)N(CC(=O)N2CCN(c3ccccc3F)CC2)C(=O)C12CCCCC2,-1,12,1,1,3,-2,x,0,-1
CCN(c1ccccc1)S(=O)(=O)c1ccc(C(=O)N2CCCC(C(F)(F)F)C2)cc1 (stereo unspecified),0,3,13,-4,-2,-4,0,-6,1
CCOCCCNC(=O)CCc1nnc2ccc(N3CCCCC3)nn12,4,6,6,3,8,4,2,-1,6

More records:
molecule,pPAFAH inh,PREPL inhibitor,PAFAH1B2 inh,PAD4 FP inh,LYPLA2 inh,PAFAH1B3 inh,GSTO1 inh,PME-1 inh,LYPLA1 inh
O=C(Cc1coc(-c2ccc(F)cc2)n1)Nc1ccccc1,-1,-14,-3,1,6,9,-1,3,3
Cc1ccc(S(=O)(=O)N2CCN(C(=O)c3cccc(-n4cccc4)c3)CC2)cc1,0,4,5,3,1,3,16,-9,-2
CCc1nc(SCc2nc3ccccc3[nH]2)c2oc3ccccc3c2n1,-18,-14,-5,3,-9,2,0,-16,-13
O=C(Nc1cc(N2CCOCC2)ncn1)NC1(C(F)(F)F)Oc2ccc(Cl)cc2O1 (stereo unspecified),2,10,x,-4,3,x,57*,-2,-1
N=c1c(C(=O)NCc2ccco2)cc2c(=O)n3ccccc3nc2n1Cc1ccc(Cl)cc1,17,14,-7,-6,-1,2,7,-4,1
CC(c1ccccc1)n1c(-c2ccc(C(C)(C)C)cc2)n[nH]c1=S (stereo unspecified),4,9,6,8,5,5,8,0,1
CCOc1ccc(NS(=O)(=O)c2ccc(SC)cc2)cc1,34*,-9,-1,3,4,4,6,-5,-3
COc1ccccc1CN(CC(=O)NCc1ccc2c(c1)OCO2)C(=O)c1ccc2c(c1)OCCO2,3,8,2,3,7,0,3,1,4
Cc1cccc(NC(=O)Nc2ccccn2)c1C,-1,-12,3,-1,-1,4,5,5,-2
CSc1ccccc1NC(=O)COc1ccccc1Cl,4,-8,1,1,-6,4,-1,2,-6
O=C(Cn1ccc([N+](=O)[O-])n1)NCc1ccccc1,2,11,4,2,-6,5,3,6,0
COCCCNC(=S)Nc1cccc(S(=O)(=O)NC2=NCCC2)c1,-1,7,4,-4,1,8,6,-3,2
CN(C)CCCN1CC(=O)N2[C@@H](Cc3c([nH]c4ccccc34)C2(C)C)C1=O,3,-9,0,-3,3,-4,-4,-9,-2
Cc1ccc(NC(=O)CSc2nnc(C3CC3)n2C)cc1S(=O)(=O)N1CCCCC1,2,4,-2,1,1,-1,x,3,-2
O=C1N=c2ccc([N+](=O)[O-])cc2=C1c1sc(=O)[nH]c1O,16,-2,4,0,10,8,4,7,4
Cc1c(/C=N\NC(=O)C2COc3ccccc3O2)c2ccccc2n1C (stereo unspecified),11,21,7,-2,-2,3,3,3,0
COc1ccc(-c2nn(-c3ccccc3)cc2/C=N/Nc2ccccn2)cc1,4,1,x,1,-1,x,4,0,0
COCCn1nnnc1CN1CCC(O)(c2cccc(C(F)(F)F)c2)CC1,6,-1,2,-2,-3,3,3,-1,1
Cn1c(CN2CCN(C(=O)c3ccco3)CC2)nc2cc([N+](=O)[O-])ccc21,4,12,-2,-3,6,3,-4,2,4

The list is partial, so the mix of outcomes need not match the whole.
